# TrxR1 substrate: substrates of rat thioredoxin reductase 1; O89049; purified TrxR1 substrate turnover, NADPH consumption readout; Potency, µM (doses to about 114 µM), inactives show at the highest dose activity change, negative = substrate turnover; 390,000 tested, 0.01% active; AID 588456; further: potency means the concentration at half of the fitted maximal effect; on the % scale 0 is the no-effect control and ±100 the full control effect; nearly all actives have a fitted effect of over 50% in size
# Target sequence (O89049 whole entry, looked up): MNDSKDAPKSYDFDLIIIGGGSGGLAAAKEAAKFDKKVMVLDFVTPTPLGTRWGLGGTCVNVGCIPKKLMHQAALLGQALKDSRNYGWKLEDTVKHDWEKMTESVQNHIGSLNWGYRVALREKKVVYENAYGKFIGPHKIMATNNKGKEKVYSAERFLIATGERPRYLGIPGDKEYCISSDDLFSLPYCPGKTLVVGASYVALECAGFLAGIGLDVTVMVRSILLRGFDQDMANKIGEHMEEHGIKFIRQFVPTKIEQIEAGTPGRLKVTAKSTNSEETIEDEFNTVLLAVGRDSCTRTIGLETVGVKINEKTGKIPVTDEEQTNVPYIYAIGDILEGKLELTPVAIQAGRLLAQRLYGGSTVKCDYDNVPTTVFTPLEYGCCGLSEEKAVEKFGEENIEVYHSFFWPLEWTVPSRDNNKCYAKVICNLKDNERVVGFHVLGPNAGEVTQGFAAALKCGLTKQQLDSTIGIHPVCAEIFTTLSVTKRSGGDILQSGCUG
#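 Rat TrxR1, dispensed at 90 nM, was prereduced with 400 uM NADPH (final) for 5 min at ~22 deg C, then incubated with compound 15 min before 400 uM selenite. A first-read NADPH fluorescence drop versus no-compound background flagged substrates.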
# LDHA inh: blocks human lactate dehydrogenase A; purified LDHA, NADH/diaphorase-resazurin fluorescence; active compounds read low; P00338; activity change, % (values are at about 110 or 230 µM); 480,000 tested, 0.15% active; in the data active means activity change below about -30%; inconclusive means mostly about -25% to -30%;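 further: plate controls were DMSO wells for no effect and wells without enzyme for full effect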
#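 Enzyme activity of human lactate dehydrogenase 5 (2 nM; 0.06 mM NADH, 0.2 mM pyruvate, 5 min, RT) is measured via a resazurin/diaphorase fluorescence readout of residual NADH.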
# USP1-UAF1 inh: blocks the human USP1/UAF1 deubiquitinase complex. Potency, µM (series often up to 57.1 µM), inactives show top-dose activity change, negative = inhibition, usual class: inhibitors. AID 743255. 390,000 tested, 0.23% active. recombinant USP1/UAF1, Ub-Rhodamine cleavage fluorescence. O94782; further: potency means the concentration at half of the fitted maximal effect; on the % scale 0 is the no-effect control and ±100 the full control effect; nearly all actives have a fitted effect of over 60% in size; inactives centre near -12
#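 In this screen, compounds sit with the deubiquitinase complex (1nM) for 15 min at room temperature before Ub-Rho is added at 150nM final. Fluorescence rise is then followed for 6 reads every 60 seconds.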
# Vif-A3G inh: inhibitors of Vif-APOBEC3G interaction. Q9HC16. HeLa A3G-eYFP + Vif (tagged APOBEC3G with the HIV-1 protein that degrades it), YFP fluorescence, overnight. Potency, µM (highest dose often 46.1 µM), for the others: top-dose activity, negative = active, actives largely listed as inhibitors. 410,000 tested, 0.076% active;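 further: potency means the concentration at half of the fitted maximal effect; on the % scale 0 is the no-effect control and ±100 the full control effect; nearly all actives have a fitted effect of over 60% in size; hits raise eYFP signal because A3G escapes Vif-driven loss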
# Target sequence (Q9HC16 whole entry, looked up): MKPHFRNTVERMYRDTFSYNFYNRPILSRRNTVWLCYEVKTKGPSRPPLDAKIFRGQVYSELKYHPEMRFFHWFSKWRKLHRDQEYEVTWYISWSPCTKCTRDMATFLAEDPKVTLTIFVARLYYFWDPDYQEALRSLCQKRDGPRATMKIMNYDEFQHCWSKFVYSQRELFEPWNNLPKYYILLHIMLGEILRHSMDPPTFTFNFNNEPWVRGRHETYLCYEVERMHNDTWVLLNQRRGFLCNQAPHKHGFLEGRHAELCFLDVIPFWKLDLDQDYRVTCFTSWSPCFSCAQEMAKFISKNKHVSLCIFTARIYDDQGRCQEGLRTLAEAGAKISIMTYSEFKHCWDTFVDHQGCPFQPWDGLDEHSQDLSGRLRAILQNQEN
#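 HeLa cells stably expressing Vif and C-terminally eYFP-tagged A3G, seeded overnight at 37 deg C, then exposed to compound by pintool overnight at 37 deg C. Rise in yellow fluorescence (Ex 488/Em 500-530, Acumen) marks blocked Vif-driven A3G degradation.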
# mIDH1 inhibitor: inhibitors of human mutant IDH1 R132H. 390,000 tested, 0.093% active. Potency, µM (highest dose often 76.6 µM), for inactives: top-dose activity change, negative = inhibition, hits mostly inhibitors. IDH1-R132H enzyme, NADPH consumption, diaphorase/resazurin fluorescence; further: potency means the concentration at half of the fitted maximal effect; on the % scale 0 is the no-effect control and ±100 the full control effect; nearly all actives have a fitted effect of over 65% in size
#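 IDH1-R132H (0.5 ug/mL) preincubated 30 min with compound, then NADPH (0.016 mM) and alpha-KG (2 mM) added; 80 min at RT, pH 7.5. Remaining NADPH coupled via diaphorase/resazurin to fluorescence (540/590 nm); concentration-response curves normalized to no-enzyme control.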
# GRP78 ERSR act: induces the endoplasmic reticulum stress response in human glioma cells. U87-MG GRP78 promoter luciferase reporter, 16 h. Potency, µM, for inactives: at the top dose activation, most hits filed as activators. 420,000 tested, 0.02% active. AID 602332; further: potency means the concentration at half of the fitted maximal effect; series mostly up to about 76 µM; % of control where 0% means no effect; nearly all actives have a fitted effect of over 35% in size
#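 Stably transfected U87-MG human glioma cells carrying a GRP78-based luminescent sensor were seeded at 1000 cells/well, pin-dosed with compounds and incubated 16 h. Luciferase reagent was then added, and end-point luminescence was read after 10 min at room temperature.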
# TrxR1 inh: blocks rat thioredoxin reductase 1; O89049; recombinant rTrxR1, NADPH fluorescence consumption, selenite substrate; Potency, µM (series often up to 114 µM), without a hit: top-dose activity change, negative = inhibition, actives largely listed as inhibitors; 390,000 tested, 1% active; AID 588453; further: potency means the concentration at half of the fitted maximal effect; on the % scale 0 is the no-effect control and ±100 the full control effect; nearly all actives have a fitted effect of over 65% in size
#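 Rat TrxR1 (90 nM in the dispensed reagent) was pre-reduced with 400 uM NADPH for 5 min at room temperature, then incubated with compound for 15 min. After 400 uM selenite was added, NADPH fluorescence (Ex 340/Em 450 nm) was followed for 8 min.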
# Vif-A3F inh: inhibitors of Vif-A3F interaction. Potency, µM (highest dose often 46.1 µM), for the others: at the highest dose activity, negative = active. 390,000 tested, 0.2% active. HeLa A3F-eYFP + Vif (tagged APOBEC3F with the HIV-1 protein that degrades it), YFP fluorescence increase; further: potency means the concentration at half of the fitted maximal effect; % of control where 0% means no effect; nearly all actives have a fitted effect of over 65% in size
#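 Fluorescence increase (Ex 488/Em 500-530) after overnight compound treatment at 37 deg C flags inhibition of Vif-driven A3F-eYFP loss in stable HeLa A3F-eYFP/Vif cells seeded overnight beforehand.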
# RGS4 inhibitor: human RGS4 inhibition. P49798. 390,000 tested, 0.039% active. Transcreener GDP fluorescence polarization, RGS4-accelerated GTP hydrolysis. Potency, µM (highest dose often 114 µM), for the others: at the highest dose activity change, negative = inhibition, usual class: inhibitors. AID 504845; further: potency means the concentration at half of the fitted maximal effect; on the % scale 0 is the no-effect control and ±100 the full control effect; nearly all actives have a fitted effect of over 75% in size; some results filed as inactive show a strong effect at the top dose
#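 MLSMR compounds (23 nl, pin-transferred) preincubated 10 min at room temperature with a 500nM (2x) first reagent, then RGS4 at 900nM (2x) plus Transcreener GDP mix added; fluorescence polarization (620/688 nm) read before and after 90 min at 30 °C.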
# * marks the source's active call; other numbers are inactive results; ? = inconclusive; . = not tested or not shown; & = joins results of further samples; [ ] = dose if it differs, or a comment. Unless noted, the call rests on the fitted dose curve; in most records, active means well fitted curve in the direction sought with a large enough effect; inconclusive means small, poorly fitted or top-dose-only effect, or another doubt; inactive means no such curve, though single readings can be large; an effect the other way counts as inactive or inconclusive. Only part of the results is shown, so the mix of outcomes need not match the whole.
canonical_smiles,TrxR1 substrate,LDHA inh,USP1-UAF1 inh,Vif-A3G inh,mIDH1 inhibitor,GRP78 ERSR act,TrxR1 inh,Vif-A3F inh,RGS4 inhibitor
Cc1ccc2nc(SC(C)C(=O)N3CCCC3)[nH]c2c1 (stereo not drawn),3%,-3,-7%,4%,10%,4%,12%,-5%,31%
C[C@H]1CN([C@@H](C)CO)C(=O)CCCn2nncc2CO[C@@H]1CN(C)S(=O)(=O)c1ccc2ccccc2c1,.,2,-7%,4%,17%,-6%,.,3%,.
COc1ccc(-c2[nH]c(-c3ccc(C)cc3)nc2SCC(=O)NC2CCCC2)cc1,5%[57.1 µM],-5,-28%,-18%,0%,0%,7%[57.1 µM],3%,-12%
CCc1ccc(NC(=S)NC(=O)CC(C)C)cc1,6%,-1,-26%,-4%,0%,4%,-21%,-3%,-8%
COC(=O)c1ccc(CNC(=O)c2ccc(S(=O)(=O)N3CCCC(C)C3)cc2)cc1 (stereo not drawn),2%,-6,-19%,-7%,-5%,2%,2%,-15%,-25%
CC(C)c1ccc(NC(=O)c2cc([N+](=O)[O-])ccc2N2CCOCC2)cc1,-8%,-10,-16%,0%,-10%,0%,22%,-16%,7%
CC(C)(C)c1csc(NC(=O)c2ccc(Cl)s2)n1,6%[57.1 µM],-2,-19%,-2%,4%,4%,16%[57.1 µM],-6%,1%
CC(C)(C)NC(=O)CCN(/N=C/c1ccccc1)C1=NS(=O)(=O)c2ccccc21,11%[57.1 µM],5,-10%,-5%,11%,-1%,12%,2%,-24%
O=C1CCN(Cc2ccccc2)C(=O)N1c1ccccc1,-1%,-5,-11%,2%,-9%,0%,2%,9%,11%
O=C(COC(=O)c1cc(Cl)ccc1O)NC(=O)NCc1ccccc1,21%,-11,-13%,-5%,12%,-1%,25%,1%,-17%
COc1cccc(CN2CCNC(=O)C2CC(=O)NCCN2CCOCC2)c1OC (stereo not drawn),8%,4,0%,-1%,2%,-3%,-2%,1%,-11%
Cc1ccc(C(=O)N2C3=C(CCCC3)C(=O)NC23CCCCC3)cc1,5%,-1&-6,-1%,1%,-3%,4%,6%[57.1 µM],2%,-52%
Cc1ccc(S(=O)(=O)Nc2ccc(C(=O)N3CCN(c4ccccc4O)CC3)cc2)cc1[N+](=O)[O-],-5%,4,-6%,1%,-8%,-1%,-2%,-8%,1%
CCCCn1c(Nc2ccc(OC)cc2)nc2ccccc21,-4%,-10,-11%,1%,-5%,-3%,18%,1%,31%
Cc1nn(-c2ccccc2)c(Cl)c1C(=O)NCC1CCCO1 (stereo not drawn),3%,-5,-18%,1%,-3%,-3%,9%,0%,-8%
O=C(NCCCN1CCCC1=O)c1cc(-c2ccc(F)cc2)nc2ccccc12,27%[57.1 µM],-3,-4%,-9%,4%,0%,18%[11.4 µM],1%,20%
O=C(N/N=C/c1ccccn1)C(=O)N1CCCCCC1,5%[57.1 µM],1,6%,2%,4%,-6%,16%[57.1 µM],-4%,-5%
Cc1onc(NC(=O)NC(=O)c2ccccc2F)c1Br,5%,-6,-20%,-1%,4%,7%,17%,-4%,1%
Cc1c(NC(=O)Nc2ccc([N+](=O)[O-])cc2)c(=O)n(-c2ccccc2)n1C,-7%,-10,-30%,0%,7%,-7%,-5%,-1%,-43%[56.9 µM]
O=S1(=O)CC/C(=N\O)c2ccccc21,8%[57.1 µM],1,-6%,0%,4%,-4%,6%[57.1 µM],-3%,-31%
O=C(Nc1ccccc1)N(C1=NCCCCS1)c1cccc2ccccc12,18%,12,-16%,-4%,5%,7%,26%,-1%,?
COc1ccc(S(=O)(=O)N2CCCCC2)cc1-n1cnnn1,11%,-7,-24%,-1%,0%,-1%,33%[57.1 µM],-1%,10%
CSc1ccccc1NC(=O)CN(C)C(=O)C1CC(=O)N(C(C)c2ccccc2)C1 (stereo not drawn),1%,1,-20%,4%,1%,-3%,18%,0%,-15%
COc1cccc(/C=N/NC(=O)c2c(C)nc3ccc(Br)cn23)c1,1%,-1,-18%,-11%,22%,0%,-18%[57.1 µM],-2%,-7%
COc1ccc(N2CCN(C(=O)C3CCC(Cn4c(=S)[nH]c5ccccc5c4=O)CC3)CC2)cc1 (stereo not drawn),0%,-6,-18%,-1%,5%,-3%,19%,-8%,-12%
COCCN(C(=S)Nc1ccc(C)cc1)C(C)c1ccco1 (stereo not drawn),-5%,-3,-9%,1%,11%,8%,5%,1%,-7%
Cc1ccc(CNC(=O)CSc2nc3ccsc3c(=O)n2-c2ccc(Br)cc2)cc1,0%[57.1 µM],-7,-26%,0%,-12%,-3%,11%[57.1 µM],-9%,5%
Cc1ccc(CNC(=O)c2c[nH]n3c(=O)c(Cc4ccc(F)cc4Cl)c(C)nc23)cc1,0%,3,-24%,-7%,?,1%,-6%,1%,-15%
O=C(CSc1nc2ccccc2nc1SCC(=O)N1CCOCC1)N1CCOCC1,-7%,-7,-17%,1%,-1%,-3%,-12%,-12%,0%
CCc1nc2nc(C)c(NS(=O)(=O)c3ccc(C4CCCCC4)cc3)c(=O)n2[nH]1,-1%[57.1 µM],1,-3%,1%,-11%,-2%,-3%[57.1 µM],2%,14%
CCSc1nnc2ccc(-c3ccc(OC)c(OC)c3)nn12,1%,-2,-20%,-2%,5%,5%,15%,?,?
COc1cc(C(=O)Nc2ccc(Cl)c([N+](=O)[O-])c2)cc(OC)c1OC,-3%[57.1 µM],-2,-20%,-20%,3%,-4%,7%[57.1 µM],1%,-13%
CNc1ccccc1C(=O)OCC(C)=O,158%[activator],2,-14%,3%,10%,-5%&-6%,10%,0%,-13%
COc1cccc(CNC(=O)CCC2CCCN(C(=O)c3cc(C)on3)C2)c1 (stereo not drawn),-7%,0,-12%,3%,-5%,0%,-2%,-3%,22%
N#Cc1cccc(NC(=O)c2cncn2-c2ccccc2)c1,0%,-6,-21%,-1%,-2%,3%,11%,-4%,13%
Cc1ccc(-n2nc3c(N4CCCC(C(=O)NCc5ccccc5C)C4)nnc(C)c3c2C)cc1 (stereo not drawn),12%,6,?,-9%,-2%,-3%,7%,13µM*,-1%
CN(CCCC(=O)NCc1ccco1)S(=O)(=O)c1ccccc1,6%,2,-17%,-4%,1%,-2%,5%,-6%,12%
CCOC(=O)C1CCC2(CC1)C(C#N)=C(N)Oc1n[nH]c(C)c12 (stereo not drawn),0%,0,-18%,-5%,1%,0%,-11%[57.1 µM],-1%,17%
CCOc1ccccc1CNC(=O)CN1C(=O)CCn2nc(-c3cn(C)c4ccccc34)cc21,1%[57.1 µM],-8,-23%,-1%,-6%,-3%,18%[57.1 µM],-2%,-46%
COc1ccc(Cn2nnnc2C(c2cc3cc(C)ccc3[nH]c2=O)N2CCN(C)CC2)cc1 (stereo not drawn),19%[57.1 µM],-3,-10%,0%,2%,-4%,18%[57.1 µM],14%,-2%
Cc1nc2c(ccc3nc(NC(=O)C4CC4)sc32)s1,11%[57.1 µM],-4,-9%,-9%,6%,3%,37%[57.1 µM],-25%,5%
CCC(=O)N1CCN(CCN=CC2=C(O)CC(c3cccs3)CC2=O)CC1 (stereo not drawn),2%,-4,-9%,-7%,8%,-1%,?,2%,15%
Cc1c(C(=O)O)oc2ccc(S(=O)(=O)NC3CCCCCCC3)cc12,3%,2,1%,-4%,-6%,-1%,4%,1%,-7%
Cc1oc(-c2ccc(-c3ccccc3)cc2)nc1CN(C)C1CCOC1 (stereo not drawn),-1%,-13,?,6%,0%,-7%,-13%,-5%,-2%[11.4 µM]
CCN1/C(=C2/SC(=S)NC2=O)Sc2ccccc21,-4%,-16,-4%,-1%,-16%,-1%,-10%,-12%,-9%
Nc1ccccc1C(=O)Nc1ccc(Cl)cc1Cl,5%,-4,-12%,-13%,0%,6%,-11%,3%,-5%
Cc1cc(C(=O)NC2CCCc3ccccc32)c(C)o1 (stereo not drawn),-3%,-3,1%,-7%,8%,-3%,-7%,0%,5%
CC(OC(=O)CCC(=O)c1ccc(F)cc1)C(=O)NC1CCCCC1C (stereo not drawn),-10%,-3,-16%,-3%,6%,-3%,-7%,-4%,8%
O=C(CCC1COc2ccccc2O1)Nc1ncccc1O (stereo not drawn),8%[57.1 µM],4,1%,-1%,2%,-3%,2%[57.1 µM],-7%,-13%
Cc1cc(NS(=O)(=O)c2ccc(NC(=O)NC3CCCCC3)cc2)no1,-2%[57.1 µM],-14,0%,0%,-3%,-1%,-11%[57.1 µM],-19%,18%
Cc1ccc(NC(=O)Nc2ccnc(-c3cccnc3)n2)cc1,-5%,-15,-9%,-5%,-12%,0%,1%,5%,-1%[56.9 µM]
CC(=O)N1CCc2c(sc3c2c(=O)n(CCc2ccccc2)c(=O)n3Cc2ccccc2C)C1,-4%,0,-23%,-5%,13µM*,-3%,23%,12%,-8%

# Assay outcomes from PubChem.
